# FXIIa inh mix – human factor XIIa inhibitors, primary screen, biochemical, pooled compound mixtures, fluorogenic substrate; actives 0.2% (n = 62,000); purified FXIIa; inhibition, % at 5 µM;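 also: 0% = enzyme without compound and 100% = no enzyme blank; some results filed as inactive read as strong as hits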
# FXIa inh mix – FXIa protease inhibitors in compound pools, primary screen, biochemical, 10-compound mixtures; AID 680, 2007; inhibition, % at 5 µM; Coagulation factor XI (Homo sapiens), P03951; purified FXIa, fluorogenic substrate, pooled mixtures; actives 0.19% (n = 62,000);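 also: each value is inhibition by a whole ten-compound pool holding the compound; 0% = enzyme with no mixture and 100% = wells lacking enzyme; strong numbers were not always called active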
# Target sequence (P03951 19-387 limits assumed): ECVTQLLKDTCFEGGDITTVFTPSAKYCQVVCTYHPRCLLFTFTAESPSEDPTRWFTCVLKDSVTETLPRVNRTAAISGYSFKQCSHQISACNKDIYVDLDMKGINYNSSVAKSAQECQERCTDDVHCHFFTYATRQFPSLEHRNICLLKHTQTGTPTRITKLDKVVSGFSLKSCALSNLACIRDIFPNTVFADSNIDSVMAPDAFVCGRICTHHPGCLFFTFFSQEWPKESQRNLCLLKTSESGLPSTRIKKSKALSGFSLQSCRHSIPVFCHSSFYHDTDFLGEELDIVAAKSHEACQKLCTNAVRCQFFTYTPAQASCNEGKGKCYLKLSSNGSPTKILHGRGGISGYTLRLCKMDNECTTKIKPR
# Target sequence (P03951 388-625 limits assumed): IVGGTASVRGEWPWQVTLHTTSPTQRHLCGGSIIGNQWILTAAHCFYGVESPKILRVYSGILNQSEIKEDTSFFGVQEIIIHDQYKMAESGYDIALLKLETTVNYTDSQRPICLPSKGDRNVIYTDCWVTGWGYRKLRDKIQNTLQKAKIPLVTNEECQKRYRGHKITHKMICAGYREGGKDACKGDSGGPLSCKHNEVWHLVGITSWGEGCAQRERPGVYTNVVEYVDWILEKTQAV
# CatL block – inhibitors of human cathepsin L, biochemical | Procathepsin L (Homo sapiens), P07711 | purified cathepsin L, fluorogenic substrate, fluorescence | inhibition, %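 (tested at 10 µM)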 | actives 0.17% (n = 58,000) | AID 460, 2006; in the data active = inhibition above about 45%;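 also: 0% = enzyme with no compound and 100% = no enzyme blank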
# Cathepsin G inh – human cathepsin G inhibitors, primary screen, biochemical, pooled compound mixtures, AMC fluorescence. P08311. purified enzyme, AMC-tetrapeptide fluorescence. inhibition, % at 5 µM (by protocol). actives 0.2% (n = 62,000);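 active = inhibition above 20% in each of the two mixture wells holding the compound; inactive = inhibition of 20% or less in either well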;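 also: 0% = enzyme control without mixture and 100% = blank lacking enzyme; strong numbers were not always called active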
# MKP-1 inh – MKP-1 phosphatase inhibitors, primary screen, biochemical, in vitro; inhibition, %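 (compounds tested at a single concentration somewhere between 10 and 100 µM)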; recombinant MKP-1, OMFP hydrolysis fluorescence; Dual specificity protein phosphatase 1 (Homo sapiens), P28562; actives 0.15% (n = 65,000);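 active = inhibition above about 50%, limit read from the data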;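 also: 0% = DMSO max control wells and 100% = wells with enzyme stopped by NaOH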
# Target sequence (P28562 whole entry, looked up): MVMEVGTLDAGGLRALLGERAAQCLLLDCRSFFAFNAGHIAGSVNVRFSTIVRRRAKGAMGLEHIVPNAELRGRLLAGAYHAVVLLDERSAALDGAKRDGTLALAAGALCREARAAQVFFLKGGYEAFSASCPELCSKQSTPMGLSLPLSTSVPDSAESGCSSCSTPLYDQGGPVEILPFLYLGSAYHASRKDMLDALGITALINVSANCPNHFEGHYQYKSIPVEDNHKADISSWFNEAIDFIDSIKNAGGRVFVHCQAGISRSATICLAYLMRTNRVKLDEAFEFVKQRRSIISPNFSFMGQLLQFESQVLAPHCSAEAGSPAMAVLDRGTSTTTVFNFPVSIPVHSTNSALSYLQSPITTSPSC
# Cdc25B block – inhibitors of Cdc25B phosphatase catalytic domain, primary screen, biochemical, OMFP fluorescence | M-phase inducer phosphatase 2 (Homo sapiens), P30305 | recombinant Cdc25B, OMFP fluorescence Ex485/Em525 | inhibition, %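 (compounds tested at 10 µM final in the well)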 | actives 0.1% (n = 65,000) | AID 368, 2006; in the data active = inhibition above about 50%
# C1s inh – complement C1s protease inhibitors, primary screen, biochemical, 10-compound mixtures. actives 0.16% (n = 62,000). AID 538, 2006. mean inhibition % of two 10-compound mixtures (stronger effect = higher value), % at 5 µM (by protocol). purified C1s, fluorogenic AMC substrate, pooled mixtures;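 active = inhibition above 20% in each of the two 10-compound mixture wells holding the compound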;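 also: 0% = enzyme wells lacking compound mixture and 100% = no-enzyme blank wells; some compounds called inactive have numbers as strong as hits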
# HTR1A agonist – human 5-HT1a receptor agonists, primary screen, cell-based, CHO, Ga15 NFAT-bla reporter; 5-hydroxytryptamine receptor 1A (Homo sapiens), P08908; CHO 5-HT1a Ga15 NFAT-bla reporter, FRET ratio; 0% basal, 100% maximal reference agonist; activation, % at 10 µM; actives 0.56% (n = 65,000); AID 567, 2006;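 active = activation above the screen-wide mean activation plus 3 SD, cut at about 19% in these data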;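 also: 0% = DMSO wells and 100% = 5-CT at EC100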
# Hsp90 block – tumor Hsp90 inhibitors, primary screen, cell lysate, fluorescence polarization, NCI-N417 lysate; Heat shock protein HSP 90-alpha (Homo sapiens), P07900; inhibition, % at 30 µM; Cy3B-geldanamycin FP displacement; actives 0.35% (n = 64,000);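 active = inhibition above 50%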;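 also: 0% = tracer plus lysate wells and 100% = tracer alone without lysate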
# * marks the source's active call; other numbers are inactive results; i = inactive; / = no result given. Rule as the data show it, unless noted: active = inhibition above about 20% (passing the limit was not always enough); inactive = the rest. Compounds as they come; 1.6% or so of the library scored in one or more.
SMILES,FXIIa inh mix,FXIa inh mix,CatL block,Cathepsin G inh,MKP-1 inh,Cdc25B block,C1s inh,HTR1A agonist,Hsp90 block
O=C(NC1CCCCC1)C(c1ccccc1)N1CCCC1 (configuration not stated),9.0,11.1,-9.9,10.4,11.2,-18.9,20.3,0.2,/
CC12CCC(=O)N1C(C(=O)Nc1cccc3ccccc13)CS2 (configuration not stated),-1.5,2.8,/,-10.6,-6.0,-6.6,-21.9,0.1,-1.9
O=C(CSc1ccc2nnc(-c3ccncc3)n2n1)Nc1ccccc1F,2.4,4.0,4.5,2.5,-3.6,-10.5,41.2,-3.6,-3.8
COC(=O)c1cc2occc2n1CC(=O)Nc1ccc(OC)c(OC)c1OC,12.3,5.9,/,11.5,21.1,9.8,2.6,0.8,5.3
COc1ccc(OCCCC(=O)Nc2ccc3c(c2)OCCO3)cc1,3.5,-1.9,-1.8,-3.0,-12.0,0.0,3.3,-1.9,-0.1
COC(=O)Nc1ccccc1C(=O)N1CCCCC1,3.6,6.2,9.1,12.6,-12.3,10.2,12.8,-1.5,3.5
CC(C)OCP(=O)(c1ccccc1)c1ccccc1,8.3,-0.4,-0.7,8.0,0.9,-9.8,-11.4,-0.5,-1.3
CCOC(=O)N1CCN(C(=O)c2cnn(-c3ccccc3)c2NC(=O)c2ccccc2F)CC1,10.3,3.3,11.7,-3.1,-0.6,-0.7,-17.6,-3.5,0.1
CCOc1cc2c(cc1OCC)C(c1cc(OC)c(O)c(OC)c1)NCC2 (configuration not stated),23.8*,5.0,/,1.2,2.2,16.4,-10.3,-1.1,-9.3
O=C(c1ccc2nc(N3CCCCC3)sc2c1)N1CCN(c2ccccn2)CC1,8.7,10.1,-7.2,4.3,-1.4,-13.8,13.1,0.4,-1.8
CCN1CCN(CC(=O)n2c3c(c4ccccc42)CC(C)CC3)CC1 (configuration not stated),-20.6,6.8,27.1,7.8,-1.3,-10.9,2.5,0.9,-21.6
COC(=O)C(NC(C)=O)(Nc1nc2ccc(S(C)(=O)=O)cc2s1)C(F)(F)F (configuration not stated),-20.2,8.3,33.3,2.5,-10.9,-3.0,-28.6,0.8,0.7
COc1cc(CC(=O)Nc2nccs2)cc(OC)c1OC,-3.5,4.9,-2.4,-1.9,5.3,-12.9,-1.5,-4.1,-0.1
COC(=O)C1CCN(Cc2cc(=O)oc3cc(OC)ccc23)CC1,6.2,7.3,-132.4,3.6,20.7,7.0,0.1,-1.7,-0.1
Cc1ccc(-c2noc(-c3cccs3)n2)cc1,-0.2,-20.2,-4.8,0.5,7.8,3.0,-28.5,-3.5,-0.5
Cc1cnc(NC(=O)CSc2nnc(Cc3ccccc3)n2C)s1,3.4,1.5,18.8,9.9,2.9,-10.5,14.3,1.1,1.9
COc1cc(C(=O)OCC(=O)NC2CCCC2)cc(NC(=O)c2ccco2)c1OC,2.4,3.1,/,12.9,29.0,-9.2,13.4,0.3,-2.1
CCOC(=O)C1(C(F)(F)F)N=C(N(C)C)OC(N(C)C)=N1,14.6,4.3,-0.1,8.3,-6.5,-2.9,6.5,-2.1,2.2
O=C(CC1SC2=NCCN2C1=O)Nc1ccc(Cl)cc1 (configuration not stated),11.5,7.3,6.0,12.1,5.5,-3.6,12.2,0.5,-2.7
CCOC(=O)c1[nH]c2cc3c(cc2c1CCCN1C(=O)c2ccccc2C1=O)OCCO3,9.7,1.6,16.6,9.1,-8.9,2.6,11.1,-1.3,-0.5
COc1cc2cc(C)c3nnc(SCC(N)=O)n3c2cc1OC,6.2,2.4,10.9,10.6,-10.1,4.2,12.9,1.5,-0.9
CCCSc1nc2c(cnn2-c2ccc(C)cc2)c(=O)[nH]1,1.7,0.5,25.5,-4.0,-0.2,-10.9,1.6,-0.4,-0.7
CCc1cccc(NC(=O)CN(c2ccc(OC)cc2)S(=O)(=O)c2c(C)n[nH]c2C)c1,1.6,-2.7,17.1,7.4,11.3,-0.2,1.9,-4.1,-3.1
CC(C)OC(=O)c1ccc(N2C(=O)C3CC=CCC3C2=O)cc1 (configuration not stated),-1.7,15.0,-5.0,4.0,4.1,-4.8,2.6,0.1,1.4
Cc1c(NC(=O)CSc2nc3ccccc3n2C)c(=O)n(-c2ccccc2)n1C,35.9,0.5,0.7,9.3,0.3,3.9,3.1,0.8,3.0
# The list goes on:
SMILES,FXIIa inh mix,FXIa inh mix,CatL block,Cathepsin G inh,MKP-1 inh,Cdc25B block,C1s inh,HTR1A agonist,Hsp90 block
Clc1ccc(CCNc2ncnc3nc[nH]c23)cc1,6.8,0.8,19.7,8.1,1.5,-11.3,-2.5,2.8,-1.8
CCN1CCN(Cc2c(O)c(Cl)cc3c(C)cc(=O)oc23)CC1,0.9,-41.3,i,-34.4,8.6,-27.5,-192.6,4.4,8.3
COc1ccc(Nc2ncnc3c2cnn3-c2ccccc2)cc1OC,-12.3,-7.9,12.7,-6.3,-3.5,-4.0,2.8,-2.3,1.5
Cc1cc2ncn(C3CC(=O)N(Cc4ccccc4)C3=O)c2cc1C (configuration not stated),-1.5,-0.1,15.8,10.6,26.3,-14.1,2.3,0.0,2.9
O=C(Nc1ccc(N2CCOCC2)c(Cl)c1)c1cccc(F)c1,-13.6,4.6,16.3,8.8,27.3,-11.6,8.6,-3.1,-2.5
CCC(=O)Nc1cc(NC(=O)CSc2ncc(-c3ccc(F)cc3)n2Cc2ccco2)ccc1C,-1.2,-1.2,-3.9,-0.4,31.1,-17.2,3.7,-2.0,-5.2
CCOC(=O)c1ccc2[nH]c(C)cc(=O)c2c1,17.9,2.2,1.4,8.0,0.3,-2.4,7.2,-0.6,-3.5
CN(C(=O)COc1nnc(-c2cccs2)c(-c2cccs2)n1)c1ccccc1,3.2,-15.5,-0.9,-11.4,34.0,-4.8,-117.0,-1.5,-12.1
CC(=O)Cc1nsc(NC(=O)c2ccc(Br)o2)n1,/,/,/,/,2.7,-9.8,/,-1.7,-3.0
COc1ccc(CNC(=O)C2CCCN(S(=O)(=O)c3cc(C)ccc3OC)C2)cc1 (configuration not stated),14.8,0.5,-3.1,-3.5,0.6,-5.1,-0.2,-1.6,-1.3
COc1ccc(CCNC(=O)CSc2nnc(CNC(=O)c3cccs3)o2)cc1OC,7.9,4.3,3.4,9.2,1.3,2.5,17.0,-0.8,-2.2
Cc1ccnc(NC2c3ccccc3C(=O)N2Cc2ccccc2Cl)c1 (configuration not stated),3.2,4.2,/,-5.4,8.6,5.1,-18.7,-0.1,3.7
CCOC(=O)C1CCN(C(=O)c2ccc(OCC)c(OCC)c2)CC1,8.4,8.6,2.4,-0.4,22.8,4.2,-6.3,-1.5,-2.1
O=C(c1ccco1)N1CCN(C(=O)c2snc3ccc(Cl)cc23)CC1,-18.2,3.5,-3.5,10.1,26.2,-5.2,-0.5,1.9,-2.5
CCN1C(=O)c2ccccc2S(=O)(=O)c2ccc(C(=O)NCc3cccnc3)cc21,-2.4,1.1,10.3,-10.1,-6.0,-6.3,37.9,-2.5,-4.0
Cc1ccc(-c2nnc(CSc3nnc(C)s3)o2)cc1,6.3,4.7,1.1,-10.6,-2.9,-1.8,-8.6,0.1,1.6
COc1ccccc1NC(=O)c1ccccc1SC,-14.6,4.8,8.7,8.6,-4.1,-4.3,14.9,-0.7,0.3
N#Cc1nc(-c2ccc(OCc3ccccc3Cl)cc2)oc1NCCCn1ccnc1,-11.9,12.1,-9.3,4.3,27.6,-7.3,3.8,-1.7,-0.9
C=CCn1c(C)cc(C(=O)COC(=O)COc2ccccc2C#N)c1C,-3.4,4.3,0.2,-6.4,21.9,-9.5,-6.0,-1.5,1.5
Cc1cc(CC(=O)O)c(C)cc1CC(=O)O,/,/,22.6,/,-45.6,11.5,/,0.4,-1.8
CC(=O)c1sc(NC(=O)CN2C(=O)CCC2=O)nc1C,/,/,/,/,3.1,7.0,/,-5.8,-2.4
CCCS(=O)(=O)NCCc1cc2ccc(OC)cc2[nH]c1=O,7.5,7.8,19.2,13.4,12.4,5.1,15.3,17.3,-3.7
Cc1oc2cc(OCC(=O)O)ccc2c(=O)c1Oc1ccccc1,-14.6,5.6,23.6,8.3,13.0,1.7,9.8,-0.9,-0.8
CCN(CC)CCSc1nc(O)c(C(C)C)c(=O)[nH]1,4.4,0.6,23.9,12.5,21.6,1.0,-36.3,0.4,-1.5
O=C(Cn1cc2c(n1)CCCCC2)NCCCN1CCOCC1,11.5,0.1,2.3,7.6,2.9,-8.1,-0.8,-0.6,-1.2

# Overlap with the part before: 5 compounds, then new ones.
SMILES,FXIIa inh mix,FXIa inh mix,CatL block,Cathepsin G inh,MKP-1 inh,Cdc25B block,C1s inh,HTR1A agonist,Hsp90 block
CC(=O)c1sc(NC(=O)CN2C(=O)CCC2=O)nc1C,/,/,/,/,3.1,7.0,/,-5.8,-2.4
CCCS(=O)(=O)NCCc1cc2ccc(OC)cc2[nH]c1=O,7.5,7.8,19.2,13.4,12.4,5.1,15.3,17.3,-3.7
Cc1oc2cc(OCC(=O)O)ccc2c(=O)c1Oc1ccccc1,-14.6,5.6,23.6,8.3,13.0,1.7,9.8,-0.9,-0.8
CCN(CC)CCSc1nc(O)c(C(C)C)c(=O)[nH]1,4.4,0.6,23.9,12.5,21.6,1.0,-36.3,0.4,-1.5
O=C(Cn1cc2c(n1)CCCCC2)NCCCN1CCOCC1,11.5,0.1,2.3,7.6,2.9,-8.1,-0.8,-0.6,-1.2
Cc1cc2c(=O)n(NC(N)=O)c(C)nc2s1,8.0,7.5,-0.6,10.0,-18.4,-4.3,14.5,-3.0,-0.2
O=C(C(c1ccccc1)c1ccccc1)N1CCN(Cc2ccncc2)CC1,-0.9,3.4,0.0,-3.2,7.5,-10.6,-32.2,-2.4,0.7
Cc1nnc(SCC(=O)N2CCN(S(=O)(=O)c3ccccc3)CC2)n1Cc1ccccc1,1.3,-11.4,11.2,2.1,18.7,2.2,-36.2,-2.6,-1.9
COc1ccc(NC(=O)C23CCC(C)(C(=O)O2)C3(C)C)cc1 (configuration not stated),2.1,8.5,17.5,-0.5,1.8,3.5,-31.0,-3.0,-2.1
O=C(Nc1cnn(C23CC4CC(CC(C4)C2)C3)c1)c1cnn2c(C(F)(F)F)cc(-c3ccco3)nc12,-1.2,0.9,7.1,2.9,24.9,-4.7,8.8,-2.0,0.7
CCCCOC(=O)CSC1=C(C#N)C(c2ccccc2OC)C(C#N)C(=O)N1 (configuration not stated),/,/,8.3,/,-7.4,-17.5,/,1.9,0.4

# 2 compounds drawn at random from those above, as already listed:
SMILES,FXIIa inh mix,FXIa inh mix,CatL block,Cathepsin G inh,MKP-1 inh,Cdc25B block,C1s inh,HTR1A agonist,Hsp90 block
Cc1cc2c(=O)n(NC(N)=O)c(C)nc2s1,8.0,7.5,-0.6,10.0,-18.4,-4.3,14.5,-3.0,-0.2
CCCCOC(=O)CSC1=C(C#N)C(c2ccccc2OC)C(C#N)C(=O)N1 (configuration not stated),/,/,8.3,/,-7.4,-17.5,/,1.9,0.4

# Compound activity (PubChem)
